TLR9-MyD88 inh = inhibitors of TLR9-MyD88 association in cells, primary screen, cell-based, CHO, BLA complementation, fluorescence | inhibition, % at 4.98 µM | Toll-like receptor 9 (Homo sapiens) + Myeloid differentiation primary response protein … | hit rate 0.21% among 340,000 | CCF4 FRET ratio;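 active = inhibition above the mean over all tested compounds plus 3 SD, cut at about 21% in these data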;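 also: 0% = DMSO only wells and 100% = clavulanate BLA inhibitor control wells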
Target sequence (Q99836 whole entry, looked up): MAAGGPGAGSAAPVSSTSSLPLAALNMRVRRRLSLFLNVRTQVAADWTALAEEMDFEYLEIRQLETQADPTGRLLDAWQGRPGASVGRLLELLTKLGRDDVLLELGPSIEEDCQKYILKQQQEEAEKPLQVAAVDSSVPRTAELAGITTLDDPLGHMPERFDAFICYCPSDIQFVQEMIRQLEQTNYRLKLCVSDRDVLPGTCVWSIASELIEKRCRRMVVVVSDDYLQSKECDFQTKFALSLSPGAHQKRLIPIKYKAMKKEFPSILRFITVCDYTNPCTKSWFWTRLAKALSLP
Target sequence (Q9NR96 whole entry, looked up): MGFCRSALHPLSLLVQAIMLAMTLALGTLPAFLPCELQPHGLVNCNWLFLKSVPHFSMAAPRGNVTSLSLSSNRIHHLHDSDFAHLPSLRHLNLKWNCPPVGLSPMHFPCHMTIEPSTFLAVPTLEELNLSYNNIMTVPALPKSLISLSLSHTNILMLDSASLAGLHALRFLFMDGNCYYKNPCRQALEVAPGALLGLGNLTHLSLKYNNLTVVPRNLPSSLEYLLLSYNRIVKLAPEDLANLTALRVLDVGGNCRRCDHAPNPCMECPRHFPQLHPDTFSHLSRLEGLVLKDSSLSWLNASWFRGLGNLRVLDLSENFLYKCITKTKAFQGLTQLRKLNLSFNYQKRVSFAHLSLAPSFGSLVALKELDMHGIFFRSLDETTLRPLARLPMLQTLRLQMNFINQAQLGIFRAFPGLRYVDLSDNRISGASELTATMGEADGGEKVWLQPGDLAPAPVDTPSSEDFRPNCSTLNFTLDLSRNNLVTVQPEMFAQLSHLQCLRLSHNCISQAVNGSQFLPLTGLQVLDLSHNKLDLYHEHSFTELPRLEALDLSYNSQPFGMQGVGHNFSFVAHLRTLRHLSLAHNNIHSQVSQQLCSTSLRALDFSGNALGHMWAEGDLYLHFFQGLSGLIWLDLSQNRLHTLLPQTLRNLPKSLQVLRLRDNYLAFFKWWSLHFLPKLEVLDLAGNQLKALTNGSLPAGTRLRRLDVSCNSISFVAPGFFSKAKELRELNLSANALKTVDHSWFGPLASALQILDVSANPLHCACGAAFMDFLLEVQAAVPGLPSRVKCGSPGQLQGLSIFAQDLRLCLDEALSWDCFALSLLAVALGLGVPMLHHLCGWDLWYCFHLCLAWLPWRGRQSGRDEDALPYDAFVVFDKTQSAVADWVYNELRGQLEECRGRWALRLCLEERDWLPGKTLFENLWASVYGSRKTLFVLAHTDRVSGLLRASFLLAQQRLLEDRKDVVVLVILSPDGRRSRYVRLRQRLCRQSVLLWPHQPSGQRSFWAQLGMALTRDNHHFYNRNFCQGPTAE
Glyco luc inh = increase of ERlucT glycosylation luciferase signal, primary screen, N-linked glycosylation inhibitor project, D54 ERlucT cells, luminescence, set 2; D54 ERlucT glycosylation luciferase reporter, 24 h; percent of 100 nM tunicamycin response; AID 588692, 2011; reporter increase, % at 12.5 µM; hit rate 0.23% among 360,000;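 active = mean luciferase reporter signal, scaled so untreated is 0 and the glycosylation-blocking control 100, at or above a set limit in every replicate; inconclusive = mean reaches the limit but not every replicate does; inactive = mean below the limit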;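 also: luciferase carries N-glycosylation sites so blocking glycosylation raises the light; 0% = median of neutral control wells and 100% = median of 100 nM tunicamycin wells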
MC4R ag barr = MC4R agonists recruiting beta-arrestin, primary screen, cell-based, luminescence, agonist arm of biased-ligand search; Melanocortin receptor 4 (Homo sapiens), P32245; hit rate 0.98% among 360,000; AID 540308, 2011; U2OS MC4R beta-arrestin complementation; percent of melanotan II response, DMSO zero; activation, % at 8.9 µM;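 active = activation above a per-plate cutoff, the mean activation of sample wells on that plate plus 3 SD, cut at about 8% in these data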
NOD2-RIPK2 inh = NOD2-RIPK2 binding disruptors in cells, primary screen, fluorescence, CHO cells, BLA complementation | Receptor-interacting serine/threonine-protein kinase 2 (Homo sapiens), O43353 | CCF4 ratio | inhibition, % at 4.98 µM | hit rate 0.38% among 360,000 | AID 624267, 2012; in the data active = inhibition above about 21%;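 also: 0% = vehicle only and 100% = reference blocker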
ABHD5 PLIN5 PPI = ABHD5-PLIN5 interaction inhibitors, primary screen, cell lysate, split luciferase complementation, luminescence | Perilipin-5 (Homo sapiens) + 1-acylglycerol-3-phosphate O-acyltransferase ABHD5 (Homo … | Split G. princeps luciferase complementation, 4 h | inhibition, % at 4 µM | hit rate 0.78% among 360,000;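 active = inhibition above the mean inhibition across every tested compound plus 3 SD, cut at about 22% in these data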;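 also: 0% = DMSO only wells and the 100% control is not disclosed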
Exocytosis inh = LAMP-1 surface exposure blockers, TALL-104 cells – cell-based, flow cytometry, MLPCN library, primary screen; AID 651702, 2012; inhibition, % at 10 µM; hit rate 0.66% among 360,000; TALL-104 LAMP-1 surface exposure; cells stimulated with thapsigargin and PMA;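 active = inhibition above about 55%, limit read from the data; inconclusive = no clear call, values can overlap the other calls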
MC4R antagonist = MC4R antagonists of cAMP signaling, primary screen, cell-based, TR-FRET, antagonist arm of biased-ligand search; AID 540295, 2011; MC4R-expressing cells, MTII-stimulated cAMP, LANCE TR-FRET; hit rate 0.48% among 360,000; Melanocortin receptor 4 (Homo sapiens), P32245; inhibition, % at 6.5 µM;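 active = inhibition above its plate's cutoff, the mean of tested wells on that plate plus 3 SD, cut at about 29% in these data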;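 also: 0% = Melanotan II alone and 100% = Melanotan II plus saturating MCL0020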
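Assay system: U2OS cells stably expressing human melanocortin 4 receptor (MC4R) / Dosing: 6.5 µM / Timing: compound 30 min, challenge 1 h, detection 1 h / Measured by: Eu-cAMP/anti-cAMP TR-FRET, emission 671 nm / Replicates: singlicate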
aDG glyco up = activators of alpha-DG glycosylation, primary screen, uHTS, Pro5-aDG cells, AlphaScreen | alpha-DG glycosylation AlphaScreen (IIH6); 0% Pro5, 100% B10-LARGE cell signal | activation, % at 10 µM | hit rate 0.22% among 360,000 | AID 624168, 2012;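 active = activation of at least 8% versus controls, or a plate z-score of at least 8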;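 also: Pro5 are CHO cells carrying HIG-tagged alpha-DG that lacks glycosylation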
Vif inh = HIV Vif self-association inhibitors, primary screen, imaging, HEK293T, single point; HEK293T cells, Vif self-association by quenched fluorescence, 24 h; hit rate 0.35% among 340,000; inhibition, % at 7.49 µM; in the data active = inhibition above about 50%, passing the limit was not always enough; inconclusive = no clear call, values can overlap the other calls; inactive = below about 31%; also: some results filed as inactive read as strong as hits
ABCB6 inh 2 = ABCB6 transporter inhibitors, primary screen, K562-ABCB6 cells, flow cytometry, MLPCN library | ATP-binding cassette sub-family B member 6 (Homo sapiens), Q9NP58 | K562-ABCB6 porphyrin accumulation, 1 h; active compounds read low | fluorescence ratio to DMSO, % at 10 µM | hit rate 0.19% among 360,000 | AID 602162, 2011;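 active = fluorescence ratio to DMSO below 75%, the collection mean minus 3 SD; inconclusive = too few cells collected in the well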;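 also: signal is porphyrin accumulated inside mitochondria; 100% equals median channel fluorescence of DMSO control wells; lower ratio means ABCB6 inhibition with less porphyrin fluorescence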
* marks the source's active call; other numbers are inactive results; ? = inconclusive; . = not tested or not shown.

SMILES	TLR9-MyD88 inh	Glyco luc inh	MC4R ag barr	NOD2-RIPK2 inh	ABHD5 PLIN5 PPI	Exocytosis inh	MC4R antagonist	aDG glyco up	Vif inh	ABCB6 inh 2
COc1ccc(C(=O)COC(=O)CCN2C(=O)C3C4C=CC(C5CC45)C3C2=O)cc1 (configuration not stated)	0	2	-1.9	-2	-1	-11	4	0.0	1	90
O=C1OCC(c2ccccc2)=C1c1ccccc1	-7	-1	-1.3	-3	1	-12	-8	-0.2	7	101
CCOC(=O)C1=C(C)N=C2SC(C)C(=O)N2C1c1ccc(OC(C)=O)c(OC)c1 (configuration not stated)	5	-2	-1.4	-2	-12	-3	-1	-0.2	-16	94
Fc1ccc(CNc2ncnc3c2cnn3-c2ccccc2)cc1	8	5	0.4	9	-5	-1	-31	1.6	-12	92
CCc1cccc2c(C(=O)COC(=O)c3ccccc3)c[nH]c12	-15	0	3.4	1	-1	-7	1	0.3	-3	105
CC(OC(=O)c1cccc(-n2cnnn2)c1)C(=O)Nc1cccc(Cl)c1 (configuration not stated)	-2	-1	-5.1	-5	8	0	14	0.0	-14	100
CCOC(=O)C1CCCN(C(=O)CS(=O)(=O)Cc2ccccc2)C1 (configuration not stated)	0	2	-2.5	-7	7	1	0	-0.1	6	94
CCc1nc2ccc(F)cc2c(C(=O)NC2CCCCC2C)c1C (configuration not stated)	-4	2	-1.2	0	1	-2	-1	0.4	54*	90
COc1ccc(C(=O)C(C)OC(=O)CNC(=O)c2ccco2)cc1 (configuration not stated)	0	0	0.3	-10	-3	0	7	-0.3	2	105
CCOc1ccc2oc(-c3ccccc3)c(C(=O)N3CCN(CCO)CC3)c2c1	-7	-1	-1.5	2	9	-1	5	0.2	-6	99
O=C(OCC(=O)N1CCCc2ccccc21)c1cccc(C(F)(F)F)c1	-21	2	-2.2	3	1	-10	8	-0.3	.	96
CC(OC(=O)C1CC1)C(=O)Nc1ccc([N+](=O)[O-])cc1Cl (configuration not stated)	2	-2	-0.7	1	-2	0	-5	-0.1	5	103
Cc1nn(C)c(C(=O)N/N=C/c2cccnc2)c1Cl	2	2	-1.4	9	7	-12	-2	2.1	5	102
O=C(Nc1cc(Cl)ccc1O)C1CC(c2ccccc2O)=NO1 (configuration not stated)	-11	1	7.5	-15	-1	14	3	0.0	-3	106
CC(=O)c1ccc2c(c1)C1C=CCC1C(C(=O)O)N2 (configuration not stated)	.	-2	-4.2	-7	4	-2	1	0.0	-1	98
Cc1ccc(-c2cn(-c3ccc(OC(F)F)cc3)c3[n+]2CCCCC3)cc1	-3	0	4.1	-2	6	20	1	0.3	-15	91
COc1cc(C=C(C#N)c2ccc([N+](=O)[O-])cc2)ccc1O	6	1	-5.5	17	-1	2	0	-0.5	8	103
O=C(/C(=C(\[O-])c1ccccc1)[n+]1ccc2ccccc2c1)c1ccccc1	-6	0	-0.2	-2	3	-4	15	0.0	-5	129
CC(C)(C)c1ccc(C(=O)NCCN2CCOCC2)cc1	-5	0	-3.6	6	5	-8	6	0.1	-4	97
N=c1sccn1CC(=O)NC(=O)NC1CCCC1	7	1	-1.1	-14	3	-1	5	-0.1	2	100

Structures listed above shown as hits in Vif inh:
SMILES	TLR9-MyD88 inh	Glyco luc inh	MC4R ag barr	NOD2-RIPK2 inh	ABHD5 PLIN5 PPI	Exocytosis inh	MC4R antagonist	aDG glyco up	Vif inh	ABCB6 inh 2
CCc1nc2ccc(F)cc2c(C(=O)NC2CCCCC2C)c1C (configuration not stated)	-4	2	-1.2	0	1	-2	-1	0.4	54*	90

Other structures.
SMILES	TLR9-MyD88 inh	Glyco luc inh	MC4R ag barr	NOD2-RIPK2 inh	ABHD5 PLIN5 PPI	Exocytosis inh	MC4R antagonist	aDG glyco up	Vif inh	ABCB6 inh 2
CCn1c2ccc(F)cc2c2nnc(NN)nc21	-4	1	0.5	-8	1	0	6	0.1	11	99
CC(=O)Nc1cccc(C(=O)N/N=C/c2cccnc2)c1	3	2	-0.2	0	-6	0	9	0.2	-8	99
CCCCNc1c(-c2ccc(OC)c(SC3CCCCC3)c2)nc2cnccn12	21*	-12	7.3	40*	-3	14	32*	1.9	-6	123
Cc1[nH]nc2c1C(c1ccc3c(c1)OCO3)C(C#N)=C(N)O2 (configuration not stated)	1	3	-1.0	2	4	-1	5	-0.2	0	95
CN1CCN(S(=O)(=O)c2cccc(C(=O)Nc3ccccc3N3CCCC3)c2)CC1	-3	2	-1.9	3	-10	-1	3	-0.2	-1	91
c1coc(-c2cnc3ccccc3n2)c1	-11	-7	1.1	0	-1	-4	-3	0.0	-3	97
CN1/C(=C\C(=O)COC(=O)CN2C(=O)C3CC=CCC3C2=O)C(C)(C)c2ccccc21 (configuration not stated)	-11	3	0.1	-7	5	1	7	-0.2	4	128
O=C(Nc1ccc(Br)cc1)c1cc([N+](=O)[O-])cc([N+](=O)[O-])c1	-15	-1	4.5	3	1	13	9	1.0	-2	97
CCC1C(=O)NCCN1C(=O)c1cccc(OC2CCN(S(=O)(=O)N(C)C)CC2)c1 (configuration not stated)	15	-1	-1.7	2	8	-5	0	0.2	21	102
O=C(CCn1c(=O)[nH]c2ccsc2c1=O)NCc1ccc(F)cc1	0	4	-1.2	12	-7	-4	10	-0.1	-13	98
CCC(=O)N=c1sc2ccccc2n1-c1ccccc1	-2	-1	-2.4	12	-4	-1	10	-0.1	16	95
COc1ccc(-c2cc(C(F)(F)F)c3c(N)c(C(=O)NCCSC)sc3n2)cc1	22*	2	1.0	6	-4	-7	4	0.2	5	142
Cc1c(N2C(=O)CSC23C(=O)Nc2ccccc23)c(=O)n(-c2ccccc2)n1C (configuration not stated)	0	0	-1.5	-3	5	-1	-7	-0.1	3	93
O=C(CN1CCCCC1)NCCNc1ccc(C(F)(F)F)cc1[N+](=O)[O-]	0	0	-1.4	1	7	-4	13	-0.1	-1	96
COc1ccc(CNC(=O)c2cccc3c(-c4cccc(C(N)=O)c4)coc23)cc1OC	.	60*	0.4	-8	2	14	7	0.7	-42	92
O=C(NCc1cccnc1)C1CCN(S(=O)(=O)c2cc([N+](=O)[O-])ccc2Cl)CC1	-8	3	-2.2	-9	0	-6	-2	0.0	-1	92
CC1C=CCC2C(=O)N(c3cccc(C(=O)Nc4ccc(Br)cc4)c3)C(=O)C12 (configuration not stated)	-7	-7	-4.3	-8	-14	-2	17	0.1	-12	89
CCn1c(-c2ccsc2)nc2c1c(=O)[nH]c(=O)n2Cc1ccccc1	-13	5	-1.0	3	1	-1	-6	-0.3	-13	102
O=C(CCS(=O)(=O)c1ccc(Cl)cc1)Nc1ccccc1Br	-6	0	1.6	-5	0	0	22	-0.1	5	100
COc1ccc(C2C(C#N)=C(C)NC3=C2C(=O)CC(C)(C)C3)cc1 (configuration not stated)	-4	0	1.1	-2	0	2	14	0.2	-4	97
O=C1CCC2c3[nH]c4ccccc4c3CCN12 (configuration not stated)	-3	2	-2.4	8	7	3	-3	0.0	.	106
CSc1cnc2c(=O)n(C)c(=O)[nH]c2n1	-17	2	1.7	1	-1	2	9	-0.3	3	101
O=C(NNC(=O)c1cccc(C(F)(F)F)c1)c1ccncc1	-3	0	-0.1	-14	-2	10	-3	0.1	-9	99
Cc1cc(=O)oc2c3c(cc(OCC(=O)NCC4CCC(C(=O)O)CC4)c12)OC(C)(C)CC3 (configuration not stated)	-1	0	0.1	-5	5	1	6	-0.2	10	101
CCOC(=O)C1CCCN(c2c(NCCc3ccccc3)c(=O)c2=O)C1 (configuration not stated)	-5	3	0.1	2	5	-1	3	0.0	-1	99
Fc1cccc(NC(=S)NC2CCCCCCC2)c1	-3	-3	1.9	-4	3	-3	4	0.1	-7	98
Cc1cc(C)c2oc(-c3ccc(C)c(NC(=S)NC(=O)c4cccs4)c3)nc2c1	1	3	-2.4	0	-6	1	3	0.2	6	98
CC(=O)Nc1ccc(S(=O)(=O)Nc2ccccn2)cc1	4	2	-0.7	-9	-1	1	-3	-0.3	10	107
Cc1cccc(-n2nnc(C(=O)NCc3ccccc3Cl)c2N)c1	6	-1	-1.1	-2	3	-2	-5	0.1	-3	104
CCC(C)N1CCN(C(=O)C2CCN(S(=O)(=O)c3c(C)noc3/C=C/c3ccco3)CC2)CC1 (configuration not stated)	-2	-5	5.0	7	20	27	-2	0.0	-5	103
Cc1ccc2occ(C(=O)c3ccco3)c(=O)c2c1	6	0	1.1	-2	1	-3	5	-0.2	9	101
CN1CCN(CC(=O)Nc2cccc(S(=O)(=O)N(C)c3ccccc3)c2)CC1	-3	1	-4.6	3	-4	2	-1	0.1	-3	97
O=C(NCc1ccccc1)c1ccccc1	-12	1	-0.6	4	10	-6	1	-0.1	7	94
O=C(Nc1ccnn1C1CCN(Cc2ccccn2)CC1)c1cccc(F)c1	8	1	-0.4	-4	-5	1	18	0.0	-11	102
CC(CCc1ccccc1)NC(=O)CSc1ccccc1 (configuration not stated)	13	-1	-0.1	-5	-3	-1	-2	0.4	?	94
CCOC(=O)CC(=O)Nc1ccccc1C(=O)O	-10	1	0.1	-10	15	-2	-7	0.4	-2	102
O=C(Nc1ccnn1C1CCN(CCCC2CCCC2)CC1)c1ccccc1Cl	-21	3	-3.5	-13	-1	46	2	0.6	-2	101
COc1cccc(-c2nn(-c3ccccc3)cc2/C=C(\C#N)C(=O)NCCCn2ccnc2)c1	0	2	-2.0	2	17	10	0	-0.1	5	120
CC(=O)Nc1c(C(=O)N2CCOCC2)sc2nc3c(cc12)COC(C)(C)C3	5	2	-0.1	-8	1	2	0	-0.1	9	101
CCOc1ccc(N(C(=O)c2snc(C(N)=O)c2N)C(C(=O)NCC2CCCO2)c2ccco2)cc1 (configuration not stated)	-4	3	-0.4	5	4	-10	11	-0.1	-4	96
CC1CCCCC1NC(=O)C1CCC(CNS(=O)(=O)c2ccccc2)CC1 (configuration not stated)	-7	-2	-2.0	-8	1	-7	12	-0.1	-4	98
CCN(CC(=O)NCc1ccc(Cl)cc1)C(=O)c1cc(S(=O)(=O)N2CCOCC2)ccc1C	0	-1	0.5	-4	-1	18	4	0.1	-2	99
Cc1cc2nc(-c3ccccc3)c(CC3CCCCC3)n2c(C)c1Br	.	.	.	-10	-1	-6	.	0.0	.	97

Compound activity deposited in PubChem by several laboratories.

Some of the compounds tested (hit frequency here may not be typical).
